zVAD death inh: inhibitors of zVAD-triggered necroptosis, primary screen, L929 cells. L929 zVAD necroptosis rescue, ATP luminescence, 24 h; with zVAD 60 µM. viability rescue, % at 10 µM. 220,000 tested, 0.38% active;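 active means activation, scaled between plate controls, above about 75%, limit read from the data; inactive means activation under that limit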;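 further: 0% = zVAD with DMSO and 100% = DMSO alone without zVAD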
NCF1 inh: p47phox/p22phox peptide binding inhibitors, primary screen, biochemical, uHTS, NADPH oxidase regulatory subunit. fluorescence polarization, 2 h. inhibition, % at 24.7 µM. 220,000 tested, 0.53% active;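 active means inhibition above about 30%, limit read from the data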;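 further: 0% = p47phox with labelled peptide and 100% = labelled peptide alone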
Target sequence (P14598 whole entry, looked up): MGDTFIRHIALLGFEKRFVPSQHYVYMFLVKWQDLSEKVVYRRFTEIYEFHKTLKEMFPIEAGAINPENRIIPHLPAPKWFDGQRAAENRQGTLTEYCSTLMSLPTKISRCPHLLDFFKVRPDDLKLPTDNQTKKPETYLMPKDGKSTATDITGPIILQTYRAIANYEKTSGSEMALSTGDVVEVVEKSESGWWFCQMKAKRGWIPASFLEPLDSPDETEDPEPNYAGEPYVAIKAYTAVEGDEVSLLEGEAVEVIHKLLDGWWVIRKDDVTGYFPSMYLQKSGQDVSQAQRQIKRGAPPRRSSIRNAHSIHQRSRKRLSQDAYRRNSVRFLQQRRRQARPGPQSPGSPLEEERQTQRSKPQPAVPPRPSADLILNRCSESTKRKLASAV
MDM2 E3 inh: MDM2-luciferase reporter signal enhancers, primary screen, MDM2 E3 ligase inhibitor project, cell-based, luminescence, 1536-well; cell-based MDM2 ubiquitination luciferase reporter, 2 h; 0 = plate control, 100 = twice control, blank-subtracted; E3 ubiquitin-protein ligase Mdm2 (Homo sapiens), Q00987; 210,000 tested, 0.11% active; signal enhancement, % at 5 µM; AID 1230, 2008;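 active means signal enhancement of 30% or more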;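 further: luminescence tracks abundance of the self-degrading MDM2-luciferase fusion protein; higher signal means inhibition of MDM2 E3 ligase activity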
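Assay system: stable mammalian line carrying autodegrading MDM2–luciferase fusion reporter; Input: 2000 cells in each well; Compound dosing: single-point 5 µM; Schedule: 2 h compound exposure at 37 °C; Signal: SteadyLite luciferase luminescence after 15 min room-temperature reagent incubation; Evaluation: % luminescence enhancement versus blank-corrected plate control mean; Benchmarks: plate controls and plate blanks.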
Runt-CBFb FRET: inhibitors of RUNX1 Runt–CBFb binding, primary screen, biochemical, FRET, Cerulean-Runt, Venus-CBFb, uHTS; Runt-related transcription factor 1 (Homo sapiens) + Core-binding factor subunit beta …; Cerulean-Runt/Venus-CBFb FRET ratio 530/480, 1 h; inhibition, % at 20 µM; 220,000 tested, 0.46% active;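 active means inhibition over about 50% at 20 µM in the single-dose screen, limit read from the data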;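 further: 0% = DMSO wells and 100% = excess unlabeled CBFb competitor control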
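Doses: 20 µM compound in 1% DMSO | Material: Cerulean-labeled Runt domain protein | Amount: Each fluorescent fusion protein 100 nM | Schedule: Two 1 h room-temperature incubations shielded from light | Measured by: FRET fluorescence | Evaluation: Loss of energy transfer signal | Controls: Unlabeled CBFb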
EBV gp42 inh: Epstein-Barr virus gp42 inhibitors, primary screen, biochemical, uHTS, fluorescence polarization; inhibition, % (tested at 21.74 µM); AID 1085, 2008; 220,000 tested, 0.42% active; Glycoprotein 42 (Epstein-Barr virus (strain AG876)), Q1HVG2; Fluorescence polarization binding assay, mP read-out; in the data active means inhibition above about 50%
Hck-Nef inh: inhibitors of Nef-activated human Hck kinase, primary screen, biochemical, Z-Lyte FRET, 384-well, Hck-YEEI; Tyrosine-protein kinase HCK (Homo sapiens), P08631; Recombinant Hck-YEEI plus Nef, Z-Lyte FRET kinase assay; inhibition, % at 20 µM; 220,000 tested, 0.68% active; AID 463187, 2010;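 active means Hck-Nef kinase inhibition above about 50%, limit read from the data; inactive means inhibition below that limit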;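 further: 0% = DMSO with Hck plus Nef and 100% = Hck alone without Nef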
Target sequence (P08631 whole entry, looked up): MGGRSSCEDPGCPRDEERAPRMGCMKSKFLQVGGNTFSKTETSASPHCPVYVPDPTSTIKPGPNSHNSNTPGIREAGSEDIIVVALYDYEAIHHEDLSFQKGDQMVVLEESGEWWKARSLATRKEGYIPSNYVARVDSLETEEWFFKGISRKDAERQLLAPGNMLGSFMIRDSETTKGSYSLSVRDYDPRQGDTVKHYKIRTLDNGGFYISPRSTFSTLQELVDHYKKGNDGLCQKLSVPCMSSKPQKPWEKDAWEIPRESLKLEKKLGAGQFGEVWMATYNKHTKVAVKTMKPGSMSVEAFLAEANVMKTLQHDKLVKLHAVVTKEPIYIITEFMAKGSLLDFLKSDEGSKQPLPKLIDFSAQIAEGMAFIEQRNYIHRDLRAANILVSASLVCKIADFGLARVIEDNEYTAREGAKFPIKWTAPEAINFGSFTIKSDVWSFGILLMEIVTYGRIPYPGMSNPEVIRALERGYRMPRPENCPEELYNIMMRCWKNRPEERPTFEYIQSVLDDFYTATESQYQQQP
Runt-SMMHC FRET: inhibitors of RUNX1 Runt–CBFb-SMMHC binding, primary screen, biochemical, FRET, Cerulean-Runt, Venus-CBFb-SMMHC, uHTS; inhibition, % at 20 µM; Runt-related transcription factor 1 (Homo sapiens) + Core-binding factor subunit beta …; Cerulean-Runt/Venus-CBFb-SMMHC FRET ratio 530/480, 1 h; AID 1434, 2008; 220,000 tested, 0.74% active;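 active means mean inhibition across duplicate retests at 20 µM reaching about 50%, limit read from the data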;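 further: 0% = DMSO wells and 100% = wells with excess untagged CBFb-SMMHC; inhibitors lower the FRET ratio by blocking Runt binding to CBFb-SMMHC; some results filed as inactive read as strong as hits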
14-3-3 Bad PPI: inhibitors of 14-3-3 zeta/Bad binding, primary screen, biochemical, TR-FRET, bovine 14-3-3 zeta | TR-FRET 14-3-3zeta/Dy647-pBad peptide displacement, 1 h | inhibition, % at 21.7 µM | 220,000 tested, 0.71% active | AID 781, 2007;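 active means inhibition above about 70%, limit read from the data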;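 further: 0% = full 14-3-3 plus peptide FRET controls and 100% = background without 14-3-3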
TbHK1 inh: Trypanosoma brucei hexokinase 1 inhibitors, primary screen, biochemical, G6PDH-coupled NADH absorbance, MLSCN library; hexokinase 1 [Trypanosoma brucei]; recombinant TbHK1, G6PDH-coupled NADH A340; 220,000 tested, 0.11% active; inhibition, % at 10 µM;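 active means inhibition of 50% or more in the single-dose primary screen; inactive means inhibition below 50%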
* marks the source's active call; other numbers are inactive results; x = not tested or not shown; [ ] = another dose, or the depositor's remark.

SMILES	zVAD death inh	NCF1 inh	MDM2 E3 inh	Runt-CBFb FRET	EBV gp42 inh	Hck-Nef inh	Runt-SMMHC FRET	14-3-3 Bad PPI	TbHK1 inh
CC1CC(=O)Nc2ccccc2N1C(=O)CN1CCN(C=O)CC1 (configuration not stated)	0.6	-9.9	1.4	0.1	-5.9	23.0	-0.5	0.1	-1.5
COc1cc2[nH]c(=O)n(CCC(=O)N3CCc4ccccc4C3)c(=O)c2cc1OC	0.9	1.9	2.8	-0.1	-19.6	4.3	-3.5	3.2	-12.5
CCOC(=O)c1c[nH]c(=S)n1C	0.2	-6.5	-12.3	7.1	-11.0	-3.6	-3.7	-3.6	7.4
O=C(O)CCCCCNC(=O)c1ccc(C(=O)NCCCCCC(=O)O)cc1	0.2	5.4	-9.3	-1.3	-5.1	14.3	-2.7	1.0	-8.2
CC(=O)NC1=NC(=O)CS1	-0.2	-7.2	-12.3	-1.6	-14.6	0.8	2.6	-14.3	20.3
c1ccc(-n2ncc3c(NCCN4CCCCC4)ncnc32)cc1	9.0	-8.3	-17.2	1.0	-17.7	2.0	0.4	21.7	6.0
Cc1c(/C=C(\C#N)c2nn(-c3ccccc3)c(N)c2C#N)c2ccccc2n1Cc1ccc(F)cc1	-0.3	-37.2	-1.3	-23.8	-71.8	6.9	-61.0	-1.0	-13.1
O=C(CSc1nnc(-c2ccccc2Cl)o1)Nc1ccccn1	-0.9	-10.2	3.6	0.9	-31.1	17.0	-2.8	-8.1	-2.1
CC(C(=O)NNS(=O)(=O)c1cccc(C(F)(F)F)c1)n1nnc(N2CCOCC2)n1 (configuration not stated)	0.2	-12.8	-14.2	-1.3	-16.8	7.2	3.4	3.8	-2.1
Cc1cc2ccccn2c1C(=O)c1nc(N2CCOCC2)ncc1Cl	-0.2	-7.6	-17.7	-1.0	-15.1	1.2	-1.9	-20.8	-9.2
CC(C)CC(=O)N=Nc1c(O)[nH]c2ccccc12	-0.9	-4.9	-6.2	-0.4	2.7	14.2	-0.5	-12.7	-18.4
COc1cc(NC(=O)c2cc(C(C)C)on2)c(OC)cc1Cl	0.7	-4.9	-2.5	-1.7	-14.9	1.9	-0.6	-1.2	-15.4
CC(=O)Nc1cc2c(cc1C(C)=O)OCCO2	2.3	-6.7	-0.3	1.6	-0.4	2.1	-3.1	9.8	-9.1
O=C(COc1nc2ccccc2nc1N1CCOCC1)Nc1ccc(S(=O)(=O)N2CCCC2)cc1	0.1	-72.1	-2.3	-2.8	-24.6	1.0	-4.4	-8.1	19.6
O=C(NNc1ccc([N+](=O)[O-])cc1)C1C2CCCCC21 (configuration not stated)	1.1	2.5	-11.9	-4.2	-4.9	1.4	0.1	9.3	-12.8
CCC1=[N+](C)CCn2c(C)ccc21	0.4	-6.6	-15.9	-2.2	-28.9	0.6	2.4	77.2*[fluorescence artefact?]	-64.1
CCOC(=O)NC(=S)Nc1ccc(OC)cc1	1.1	-2.2	-8.5	0.8	7.2	11.2	1.8	-4.9	-0.2
COCCCNC(=O)C1CCN(S(=O)(=O)c2c(C)noc2/C=C\c2ccc(OC)cc2)CC1	0.8	-8.7	-12.6	-2.1	-1.7	0.2	0.0	-7.1	-23.9
Cc1ccc2cc(C#N)c(NCCNC(=O)C3CC3)nc2c1C	0.7	-6.6	-13.7	28.7	-5.1	7.0	102.6*	12.6	-5.8
CC1(C)Cc2ccccc2-c2nnc(-c3ccc4ccccc4n3)n21	-0.1	-7.3	x	-0.9	-11.7	13.2	-6.1	-11.5	7.7
C=CCNC(=S)NNC(=O)c1ccccc1OCC	1.4	-17.7	-24.8	-0.6	-11.2	-1.4	-3.3	-8.7	2.7
COc1ccc(OCCC(=O)OCC(=O)Nc2ccc(Br)cc2)cc1	-1.2	0.5	-13.3	0.1	1.6	3.2	3.5	-2.3[fluorescence artefact?]	5.9
CCCCN(C)C(=O)c1nc2ccccn2c1CNC1CCC1	-0.2	-7.4	3.5	0.8	3.8	18.0	-1.1	-7.5	-6.3
CN1CCN(C(=O)CN(Cc2ccccc2)S(C)(=O)=O)CC1	0.3	-1.4	-62.1	1.7	-19.1	3.7	-1.8	-5.0	0.3
NC(=O)C1CCN(Cc2nc(-c3cccs3)no2)CC1	1.4	-0.4	-14.6	1.9	-16.3	-20.0	-3.9	-0.9	-2.3

3 of the entries above in order of their number in MDM2 E3 inh, low to high:
| Compound | NCF1 inh | MDM2 E3 inh | Runt-CBFb FRET | EBV gp42 inh | Hck-Nef inh | Runt-SMMHC FRET | 14-3-3 Bad PPI | TbHK1 inh |
| --- | --- | --- | --- | --- | --- | --- | --- | --- |
| c1ccc(-n2ncc3c(NCCN4CCCCC4)ncnc32)cc1 | -8.3 | -17.2 | 1.0 | -17.7 | 2.0 | 0.4 | 21.7 | 6.0 |
| O=C(O)CCCCCNC(=O)c1ccc(C(=O)NCCCCCC(=O)O)cc1 | 5.4 | -9.3 | -1.3 | -5.1 | 14.3 | -2.7 | 1.0 | -8.2 |
| CC(C)CC(=O)N=Nc1c(O)[nH]c2ccccc12 | -4.9 | -6.2 | -0.4 | 2.7 | 14.2 | -0.5 | -12.7 | -18.4 |

Next compounds.
SMILES	zVAD death inh	NCF1 inh	MDM2 E3 inh	Runt-CBFb FRET	EBV gp42 inh	Hck-Nef inh	Runt-SMMHC FRET	14-3-3 Bad PPI	TbHK1 inh
Cc1cccc(NS(=O)(=O)c2cc(C(=O)N3CCc4ccccc4C3)ccc2Cl)c1C	-0.6	-0.2	1.1	-1.2	2.6	-2.2	-0.2	-2.7	6.8
Cc1nnc(SCc2ccccc2CSc2nnc(C)s2)s1	-0.3	-5.3	-8.3	-2.3	-3.4	6.9	0.6	-1.0	12.5
COc1ccccc1C1/C(=C(/O)c2ccc(C)cc2)C(=O)C(=O)N1Cc1ccco1 (configuration not stated)	-0.2	-0.6	-15.5	9.1	2.5	-0.2	0.3	10.9[fluorescence artefact?]	-11.3
COc1ccccc1NC(=O)C(C/C=C(\C)Cl)C(C)=O (configuration not stated)	0.7	7.9	-17.9	-2.9	-6.5	-0.3	3.5	-4.6	-8.3
COc1ccc2c(c1)c1ncn(CCN3CCCC3)c(=O)c1n2C	-0.3	-2.9	-3.0	-1.4	-9.2	-1.2	4.7	-9.5	-1.4
CN1C(=O)c2cccc(NC(=O)C3CCCCC3)c2C1=O	1.2	-6.3	-4.7	-1.3	-19.8	4.3	-4.9	9.3	-0.2
CCCCCCCC(=O)N1c2ccccc2NC(=O)C1CC(=O)Nc1ccc(C(=O)O)cc1 (configuration not stated)	1.1	-1.9	-0.7	-1.5	-8.3	18.4	1.9	-1.4	-4.9
CCN(CC)CCN1C(=O)C(O)=C(C(=O)c2cc3cccc(OC)c3o2)C1c1cccs1 (configuration not stated)	-0.6	-16.0	-13.8	-2.8	-8.3	-3.6	0.0	-16.3	-27.5
O=C(CN(Cc1cccs1)C(=O)CSc1nnc(COc2ccccc2)o1)NC1CCCC1	-0.2	-5.7	11.3	-1.2	-5.6	1.2	2.5	-6.3	-3.1
COc1ccccc1CNC(=O)/C=C/C(=O)O	0.5	-5.1	-9.2	2.4	-2.0	0.9	-1.4	10.9	5.3
COc1ccc(/C=N/NC(=O)C2C(=O)NCC2c2ccccc2)c(OC)c1 (configuration not stated)	1.4	-5.6	-8.7	-2.2	-15.9	8.0	-0.2	-2.6[fluorescence artefact?]	-22.2
C/C(=N\NC(=O)c1cnccn1)c1ccc([N+](=O)[O-])cc1	0.1	-0.9	1.1	2.1	-12.8	18.1	0.7	-3.4	-57.0
Cc1onc(-c2ccccc2Cl)c1C(=O)N1CCN(C/C=C/c2ccccc2)CC1	1.9	-2.1	-5.0	-6.7	-7.9	-1.5	-1.2	-14.5	-1.4
CCOC(=O)C1CCN(C(=S)Nc2cccc(C)c2)CC1	-0.3	-9.6	1.5	0.5	-3.3	0.9	1.4	-4.5	1.1
COc1ccc(-c2[nH]c(-c3cc(OC)c4c(c3)OCO4)nc2-c2ccccc2)cc1	1.1	-42.9	-7.1	-2.0	-23.7	5.9	-0.4	-4.7	-18.0
COC(=O)N1CCN(c2ccc(C)c(C)c2)CC1	-0.4	3.0	-2.5	0.7	-14.9	25.4	1.2	-9.5	0.0
COc1cc(O)c(C(CCN2CCCCC2)c2cc(OC)c(OC)c(OC)c2)c(OC)c1 (configuration not stated)	-0.2	1.9	-4.6	1.3	-16.6	25.9	-3.8	-4.1	3.6
Cc1ccc(C)c(CN2CCCN(C(=O)Cn3ncc4c3-c3ccccc3OC4)C2)c1	0.0	-5.4	-15.3	-9.2	1.4	1.2	-0.5	-14.0	-14.3
CCC(C)Nc1ncnc2c1cnn2Cc1ccc(Cl)cc1 (configuration not stated)	1.8	-6.0	-25.6	1.8	-7.6	1.2	-6.9	14.5[fluorescence artefact?]	-3.9
O=S(=O)(Nc1ccc(Cc2ccncc2)cc1)c1ccc(Cl)cc1	-0.1	1.6	12.7	x	-17.1	23.7	x	11.2	4.6
O=c1cc(C23CC4CC(CC(C4)C2)C3)[nH][nH]1	0.0	-3.6	-17.2	-0.6	-11.4	7.4	-3.7	40.6	-3.5
COCCNc1oc(-c2ccccc2Cl)nc1C#N	0.4	0.7	-12.4	2.7	-30.2	5.7	-5.7	8.2	-14.6
CN(C)c1nccc(Nc2ccccc2)c1C#N	-0.2	1.2	-4.9	0.1	-18.0	9.6	3.9	4.6	-4.5
CCNC(=O)COC(=O)c1cc(-c2ccco2)nc2ccccc12	1.3	-4.0	-2.5	18.0	44.7	25.4	-12.7	39.8	-20.6
Cn1nnnc1SCC(=O)Nc1ccccc1N1CCOCC1	0.3	-6.0	-3.2	-1.0	-17.7	3.2	-1.7	-1.5	-3.9
Cc1nc2ccc(NC(=O)c3ccc(Cl)c(NC(=O)c4cccs4)c3)cc2s1	2.4	-39.2	1.5	-2.1	-12.6	-0.6	-3.4	-4.2	-6.7
O=c1oc2ccccc2c(Nc2cccc3cccnc23)c1[N+](=O)[O-]	-0.8	1.0	-9.1	17.8	-9.6	28.4	2.5	-10.0	-14.0
CC(=O)N/C(=C\c1ccccc1)C(=O)N1CCOCC1	4.0	-0.6	-2.7	-0.6	-17.0	20.9	-1.6	-9.5	-4.9
Cc1cc(C(=O)CN2CCC(C)CC2)c(C)n1-c1ccccc1F	0.2	-15.9	-45.3	1.6	-16.6	-1.0	-0.7	-5.3[fluorescence artefact?]	0.5
COc1ccc(C2=NN(c3nc(C)cc(C)n3)C(=O)C2)cc1	3.8	-13.9	2.9	-1.0	-15.6	22.1	-4.4	-27.4	-5.3

Bioassay records from PubChem BioAssay.
